SMN2 splice enh: enhancers of SMN2 splice variant expression; HEK293 SMN2-luciferase splicing reporter, luminescence, 30-36 h; Potency, µM (doses to about 46.1 µM), without a hit: at the top dose activity change, positive = activation, actives largely listed as activators; 2.8% of 210,000 active; also: % of control where 0% means no effect; nearly all actives have a fitted effect of over 55% in size
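HEK293 cells carry an SMN2 minigene-luciferase reporter in which exon 7 inclusion puts luciferase in frame. Cells were seeded at 2000 cells/well, attached for 10-12 hours, then exposed to compounds for 30-36 hours at 37C before ONE-Glo luminescence.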
GAA spleen mod: inhibitors or activators of human alpha-glucosidase in spleen homogenate | human spleen homogenate, 4-MU-alpha-glucoside fluorescence | AID 2112 | P10253 | 0.006% of 240,000 active | Potency, µM (titrated, usually from 79.9 µM), for the others: top-dose activity change, negative = inhibition, usual class: inhibitors;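 also: 0% = enzyme with vehicle and -100% = no enzyme basal signal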
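Human spleen homogenate (1 ug) incubated with compounds and 1 mM 4-methylumbelliferyl-alpha-D-glucopyranoside in pH 5.0 citrate/phosphate buffer, 37 C, 40 min. Stopped at pH 10; 4-MU fluorescence (Ex 365/Em 440 nm); AC50 by Hill fit.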
GAA glycogen mod: GAA glycogen-cleavage inhibition or activation. Potency, µM (highest dose often 76.4 µM), without a hit: at the highest dose activity change, negative = inhibition, usual class: inhibitors. recombinant GAA, glycogen substrate, Amplex Red glucose oxidase fluorescence. AID 2100. P10253. 0.38% of 300,000 active;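 also: 0% = full enzyme reaction and -100% = no-enzyme basal signal; the screen sought inhibitors and activators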
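qHTS, 1536-well; enzyme 4 nM final; cpd up to 77 uM; substrate bovine liver glycogen 30 ug; 50 mM citrate/phosphate pH 5.0, 0.01% Tween-20; 37 C, 40 min; Amplex Red detection 45 min RT; Hill fit → AC50.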
JMJD2E inh: blocks human JMJD2E demethylase activity | 1.6% of 230,000 active | B2RXH2 | JMJD2E catalytic domain, FDH-coupled NADH fluorescence (FDH is formaldehyde dehydrogenase) | Potency, µM (highest dose often 57.1 µM), inactives show at the highest dose activity change, negative = inhibition, usual class: inhibitors | AID 2147; active = well fitted inhibition curve with a large enough effect, not every such curve was filed as active; inconclusive = small, poorly fitted or top-dose-only effect, or another doubt; inactive = no such curve, though single readings can be large or run the other way;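 also: 0% = wells with enzyme and -100% = buffer wells without enzyme; nearly all actives have a fitted effect of over 50% in size; many of its hits are not listed in these tables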
GAA inhib: alpha-glucosidase (human) inhibition; P10253; purified human GAA, 4-MU-alpha-glucoside fluorescence; Potency, µM (titrated, usually from 76.9 µM), inactives show top-dose activity change, negative = inhibition, usual class: inhibitors; 0.005% of 200,000 active; AID 1466;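 also: plate controls were uninhibited enzyme wells for no effect and no-enzyme background for full effect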
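Fluorogenic assay: 4 nM human alpha-glucosidase with 400 uM 4-methylumbelliferyl-alpha-D-pyranoside in 50 mM citrate/phosphate, 0.005% Tween-20, pH 5.0, 20 min at room temperature. Compounds tested up to 77 uM; AC50 from Hill fits.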
RGS12 GoLoco inh: RGS12 GoLoco-Gai1 interaction inhibition | Gai1:RGS12 GoLoco peptide FP, rhodamine, 10 min | 0.44% of 230,000 active | P63096 | Potency, µM (series often up to 61.6 µM), without a hit: at the top dose activity, negative = inhibition, most hits filed as inhibitors; active = well fitted inhibition curve with a large enough effect, not every such curve was filed as active; inactive = no such curve, though single readings can be large or run the other way; also: % is scaled to controls: 0 for no effect and ±100 for the full control effect; nearly all actives have a fitted effect of over 30% in size; many of its hits are not listed in these tables
Target sequence (P63096 whole entry, looked up): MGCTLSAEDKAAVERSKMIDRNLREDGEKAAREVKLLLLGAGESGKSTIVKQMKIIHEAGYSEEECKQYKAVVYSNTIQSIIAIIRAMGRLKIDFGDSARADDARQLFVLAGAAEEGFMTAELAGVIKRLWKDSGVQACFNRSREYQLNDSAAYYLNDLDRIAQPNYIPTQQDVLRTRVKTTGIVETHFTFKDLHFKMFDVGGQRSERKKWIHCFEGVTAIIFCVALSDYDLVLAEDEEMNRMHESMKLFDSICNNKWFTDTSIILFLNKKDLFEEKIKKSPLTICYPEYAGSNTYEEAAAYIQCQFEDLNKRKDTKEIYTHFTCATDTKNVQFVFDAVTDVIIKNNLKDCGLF
aGal spleen mod: alpha-galactosidase A (human) modulation; human spleen homogenate, 4MU-alpha-Gal fluorescence, 40 min; 0.008% of 240,000 active; Potency, µM (top dose mostly 80 µM), for inactives: at the highest dose activity change, negative = inhibition, usual class: inhibitors; P06280; AID 2107;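 also: 0% = enzyme with vehicle and -100% = no enzyme basal signal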
Target sequence (P06280 32-429 limits assumed): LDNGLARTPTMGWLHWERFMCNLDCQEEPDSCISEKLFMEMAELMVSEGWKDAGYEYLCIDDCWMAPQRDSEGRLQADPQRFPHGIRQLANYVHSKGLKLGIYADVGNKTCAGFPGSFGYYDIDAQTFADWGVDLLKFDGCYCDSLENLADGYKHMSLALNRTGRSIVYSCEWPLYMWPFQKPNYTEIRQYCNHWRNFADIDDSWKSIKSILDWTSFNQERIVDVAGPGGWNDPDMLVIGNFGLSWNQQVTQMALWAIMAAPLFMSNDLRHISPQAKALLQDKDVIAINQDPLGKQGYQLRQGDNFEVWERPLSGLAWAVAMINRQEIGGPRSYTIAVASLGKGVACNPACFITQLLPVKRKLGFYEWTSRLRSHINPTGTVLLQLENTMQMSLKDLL
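qHTS titration in buffer at pH 5.0. Alpha-galactosidase activity in spleen homogenate was measured via 4-methylumbelliferone release from 1 mM fluorogenic substrate after 40 min at 37C and a pH 10 stop. AC50 came from Hill fits of control-normalized data.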
ALDH1A1 block: blocks purified human ALDH1A1 activity; P00352; Purified ALDH1A1, NADH fluorescence, propionaldehyde substrate; Potency, µM (doses to about 75.3 µM), for the others: at the highest dose activity, negative = inhibition, hits mostly inhibitors; 7.3% of 220,000 active; AID 1030; active = well fitted inhibition curve with a large enough effect, not every such curve was filed as active; inconclusive = small, poorly fitted or top-dose-only effect, or another doubt; inactive = no such curve, though single readings can be large or run the other way;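 also: plate controls were no enzyme wells and a reference inhibitor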
* hit, by the source's call; ? = inconclusive; / = not tested or not shown; [ ] = remark or other dose. Unless noted, calls follow the shape of the dose curve; as a rule, active = well fitted curve in the direction sought with a large enough effect; inconclusive = small, poorly fitted or top-dose-only effect, or another doubt; inactive = no such curve, though single readings can be large; an effect the other way counts as inactive or inconclusive. Potency is read from the fitted curve at half-maximal effect. Only part of the results is shown, so the mix of outcomes need not match the whole.

SMILES	SMN2 splice enh	GAA spleen mod	GAA glycogen mod	JMJD2E inh	GAA inhib	RGS12 GoLoco inh	aGal spleen mod	ALDH1A1 block
CNC(=O)CS(=O)(=O)CC(=O)Nc1cc(OC(C)C)c(Cl)cc1Cl	/	2%	15%	-2%	/	8%	-13%	6%
COC(=O)c1ccc(NC(=O)c2cnc3scc(C)n3c2=O)cc1	/	3%	13%	-3%	/	-8%	2%	3%
CCOC(=O)N1CCN(C(=S)NC2CCCC2)CC1	-2%	-3%	-10%	4%	6%	15%	-1%	10%
CS(=O)(=O)N(CC(=O)N1CCOCC1)Cc1ccc(Cl)cc1	-6%	-6%	0%	1%	0%	3%	-3%	5%
CCc1nc(N2CCN(C(=O)c3ccccc3)CC2)c(C#N)c2c1COC(C)(C)C2	/	0%	6%	?	12%	/	5%	?
Cc1ccc(N(CC(=O)N=Nc2c(O)[nH]c3ccccc23)S(C)(=O)=O)c(C)c1	-37%[inhibitor]	-5%	7%	-3%	-5%	2%	1%	0%
c1ccc2c(c1)Cn1nc(Cc3nc4c(s3)CCCC4)nc1-2	?	-17%	3%	-6%	-5%	1%	-16%	-9%
Cc1ccc(S(=O)(=O)N(C(=O)c2ccncc2)c2ccc(OC(=O)c3ccncc3)cc2)c(C)c1	-5%	-10%	2%	3%	3%	-10%	-2%	-1%
O=C(CC(c1ccccc1)c1ccccc1)Nc1ccc(Cl)cn1	-9%	-4%	1%	3%	-2%	3%	-4%	-1%
CCc1cc(C(=O)N2CCCC(C(=O)c3cccc(OC(C)C)c3)C2)n(C)n1 (stereo unspecified)	/	-8%	-10%	1%	-1%	3%	5%	?
O=C(c1ccc(-c2ccccc2)cc1)C1CCCN(C(=O)c2ccncc2)C1 (stereo unspecified)	/	-3%	4%	-11%	2%	6%	-7%	13%
c1ccc2[nH]c3cc4ncnc4cc3nc2c1	?	9%	-4%	?	-8%	0%	8%	-7%

Overlap with the part before: 7 compounds, then new ones.
SMILES	SMN2 splice enh	GAA spleen mod	GAA glycogen mod	JMJD2E inh	GAA inhib	RGS12 GoLoco inh	aGal spleen mod	ALDH1A1 block
Cc1ccc(N(CC(=O)N=Nc2c(O)[nH]c3ccccc23)S(C)(=O)=O)c(C)c1	-37%[inhibitor]	-5%	7%	-3%	-5%	2%	1%	0%
c1ccc2c(c1)Cn1nc(Cc3nc4c(s3)CCCC4)nc1-2	?	-17%	3%	-6%	-5%	1%	-16%	-9%
Cc1ccc(S(=O)(=O)N(C(=O)c2ccncc2)c2ccc(OC(=O)c3ccncc3)cc2)c(C)c1	-5%	-10%	2%	3%	3%	-10%	-2%	-1%
O=C(CC(c1ccccc1)c1ccccc1)Nc1ccc(Cl)cn1	-9%	-4%	1%	3%	-2%	3%	-4%	-1%
CCc1cc(C(=O)N2CCCC(C(=O)c3cccc(OC(C)C)c3)C2)n(C)n1 (stereo unspecified)	/	-8%	-10%	1%	-1%	3%	5%	?
O=C(c1ccc(-c2ccccc2)cc1)C1CCCN(C(=O)c2ccncc2)C1 (stereo unspecified)	/	-3%	4%	-11%	2%	6%	-7%	13%
c1ccc2[nH]c3cc4ncnc4cc3nc2c1	?	9%	-4%	?	-8%	0%	8%	-7%
Cc1ccc(-c2nnn(CC(=O)N(Cc3ccccc3F)C(C(=O)NC3CCCC3)c3ccncc3)n2)o1 (stereo unspecified)	17%	-7%	-10%	-18%	-9%	-19%	-6%	?
CC(C)OP(=O)(c1ccc(N(C)C)cc1)C(O)c1c(Cl)cccc1Cl (stereo unspecified)	?	-5%	-2%	3%	-1%	-3%	10%	10%
COC(=O)CC1C(=O)NCCN1C(=O)CSc1nc2ccccc2c(=O)n1CC(C)C (stereo unspecified)	1%	-1%	-1%	3%	5%	-7%	1%	?
O=C(NCCc1ccccn1)C(F)(F)C(F)(F)C(F)(F)C(F)(F)C(F)(F)C(F)F	-12%	-4%	-1%	-6%	-12%	-2%	3%	-9%
COc1cccc(C2=CC(c3ccccc3)n3nnnc3N2)c1 (stereo unspecified)	-9%	-17%	-8%	?	-9%	-12%	-19%	?
O=C(NCc1ccccc1)C1=C[C@@H](C2CC2)C[C@@H](OCCCCO)O1	/	3%	-2%	10%	/	8%	0%	-16%
Cc1ccc(NC(=O)NC(=O)CSc2nnnn2C)c(C)c1	-7%	-1%	-11%	11%	6%	8%	-10%	-3%
O=S(=O)(c1cccs1)n1cnc2ccccc21	11%	2%	-10%	0%	11%	-7%	2%	2%
Nc1ccccc1C(=O)NCCN1CCNC1=O	/	-2%	4%	?	1%	6%	6%	?
CC(=O)c1c(C)nn(CC(O)Cn2c3c(c4cc(C)ccc42)CCCC3=O)c1C (stereo unspecified)	0%	-11%	-4%	?	-1%	4%	-7%	?
O=C(O)c1cc(Cl)c2c(c1)OCO2	/	2%	5%	-3%	/	2%	2%	/
CC1CCCCN1CC(=O)NC(=O)NCc1ccccc1 (stereo unspecified)	9%	0%	-3%	0%	7%	-8%	-2%	2%
COc1ccc(CCNC(=O)CN2C(=O)NC(C)(c3ccc([N+](=O)[O-])cc3)C2=O)cc1 (stereo unspecified)	20%	-5%	12%	4%	-4%	-3%	-10%	7%
COc1ccc(C2(O)CCN(C(=O)Cc3cccnc3)CC2)cc1	15%	1%	-16%	4%	7%	0%	-5%	9%
Cc1ccc(NC2=C(Cl)C(=O)OC2OC(=O)c2ccccc2)c(C)c1 (stereo unspecified)	-2%	1%	-9%	2%	-2%	-14%	1%	9%
Cc1ccc(OCC(O)CN2CCN(CC(O)COc3ccc(C)cc3)CC2)cc1 (stereo unspecified)	-24%	-1%	3%	0%	-1%	0%	5%	-11%
O=C(CN(c1ccccc1)S(=O)(=O)c1ccccc1)Nc1ccccc1C(=O)NCc1ccco1	-11%	-5%	2%	1%	-7%	8%	-13%	?
COc1ccc(N2CCN(c3nc(Nc4ccc(F)cc4)nc(OC)n3)CC2)cc1	-9%	-2%	7%	6%	2%	-10%	7%	-1%
CCCc1nc2c(=O)n(C)c(=O)[nH]c2n1C	-6%	-10%	3%	?	2%	-40%	19%	11%
N#Cc1cc(C(=O)c2ccccc2O)cn(-c2ccc(Cl)cc2)c1=O	-18%	9%	3%	-5%	1%	53%[activator]	11%	?
Nc1nc(NCCOCCO)nc(NCC2CCCO2)c1[N+](=O)[O-] (stereo unspecified)	/	-2%	6%	5%	-7%[15.4 µM]	-4%	0%	?
Cc1ccc(C(=O)C(C)N2C(=O)NC(C)(c3ccccc3)C2=O)cc1 (stereo unspecified)	17%	-1%	7%	3%	-3%	7%	2%	-1%
Cc1cc(C)c2c(N=NN3CCCCC3)[nH]nc2n1	1%	-8%	-2%	3%	0%	2%	-1%	?
CC1CN(C(=S)SCC(=O)c2ccccc2)CC(C)O1 (stereo unspecified)	?	0%	6%	-1%	?	-1%	7%	1%
CC1=CC(C)(C)Nc2ccc(OC(=O)C(Cc3ccccc3)N3C(=O)C4CCCCC4C3=O)cc21 (stereo unspecified)	-31%[inhibitor]	0%	-5%	?	-4%	12%	4%	?
NS(=O)(=O)c1ccc(CCNC(=O)c2ccc(Cl)cc2[N+](=O)[O-])cc1	4%	-1%	-3%	0%	7%	-6%	15%	5%
Cc1nc(SCC(=O)N2CCCc3ccccc32)c2oc3ccccc3c2n1	-21%	-2%	5%	1%	1%	6%	6%	?
COc1ccc(CCNC(=O)C(=O)NCc2ccc(C(C)C)cc2)cc1OC	-3%	-11%	-2%	1%	8%	-1%	-6%	0.79µM*
COc1ccccc1NC(=O)N1CCN(c2cccc(C(F)(F)F)c2)CC1	-23%	0%	1%	8%	-4%	6%	-3%	1%
O=C(CCn1c(=O)[nH]c2ccccc2c1=O)Nc1ccccc1	-15%	5%	5%	7%	-4%	9%	4%	6%
Cc1ccc(C(=O)N/C(=C/c2ccc(Cl)cc2)C(=O)NCC2CCCO2)cc1 (stereo unspecified)	-7%[1.84 µM]	-3%	-1%	0%	0%	10%	-11%	1%
CC(c1ccccc1)c1nnc(N)s1 (stereo unspecified)	/	-2%	2%	-18%	-3%	18%	12%	-4%
Cc1ccc(/C=C/C(=O)O)cc1S(=O)(=O)N1CCC(Cc2ccccc2)CC1	/	-10%	-3%	-1%	/	8%	-4%	/
CCOC(=O)c1c(C)[nH]c(C(=O)COC(=O)COc2ccccc2C)c1C	17%	1%	3%	-1%	-10%	24%	-3%	-3%
Cc1onc(-c2c(F)cccc2Cl)c1C(=O)Nc1ccccc1N1CCOCC1	/	7%	-2%	-3%	/	3%	-12%	/
COc1ccc(CNc2ncnc3c2[nH]c2ccccc23)cc1	/	1%	-3%	?	/	0%	0%	/
O=C(Nc1cc(Cl)cc(Cl)c1)c1ccc(Cn2c(=O)[nH]c3ccsc3c2=O)cc1	-36%[inhibitor]	1%	8%	4%	3%	2%	0%	13%
COc1ccc(/C=C/C(=O)Oc2cc(C)[nH]c(=O)c2[N+](=O)[O-])cc1OC	6%	9%	6%	?	0%	-7%	1%	1%
Clc1ccccc1-c1nnc2sc(-c3ccc(Br)o3)nn12	-3%	-3%	4%	-3%	-2%	10%	8%	?
CC(=O)N(CCN(C(C)=O)c1ccccc1)c1ccccc1	3%	-11%	1%	4%	-8%	9%	-16%	2%
